Screening data from PubChem BioAssay.
EPAC1 ag = EPAC1 (human) agonism; EPAC1 agonist qHTS, biochemical assay; response scale: 100% = response to 6.5 mM cAMP; O95398; Potency, µM (highest dose often 154 µM), inactives show at the highest dose activation, hits mostly activators; hit rate 0.073% among 360,000; AID 720707; also: potency is read from the fitted curve at half-maximal effect; nearly all actives have a fitted effect of over 60% in size
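Nucleotide exchange assay: 100 nM EPAC1 with 250 nM Rap1B loaded with BODIPY-GDP and 50 uM GDP, room temperature. Fluorescence (480/540 nm) read every 5 min for 30 min; signal change normalized to 6.5 mM cAMP as full agonist.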
Abeta rescue = A-beta toxicity reversal in yeast. Potency, µM (highest dose often 46.1 µM), inactives show top-dose growth rescue, actives largely listed as activators. hit rate 0.063% among 410,000. yeast expressing A-beta42, growth rescue, OD600, 48 h; response scale: 0% DMSO, 100% iron-clioquinol control; also: potency is read from the fitted curve at half-maximal effect; nearly all actives have a fitted effect of over 55% in size
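Yeast A-beta toxicity model in growth medium with pinned compounds, 48 h at 30 C; growth read as absorbance at 600 nm. Normalized to FeCl3/clioquinol equimolar mix (positive) and DMSO (negative).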
EPAC1 antag = blocks human EPAC1 exchange factor | O95398 | EPAC1 GEF assay, Rap1b-BODIPY-GDP exchange fluorescence | Potency, µM (highest dose often 115 µM), for the others: at the highest dose activity change, negative = inhibition, usual class: inhibitors | hit rate 0.14% among 360,000;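 also: potency is read from the fitted curve at half-maximal effect; plate controls were vehicle for no effect and positive control for full effect; nearly all actives have a fitted effect of over 50% in size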
IL-2 act = activators of IL-2 | activation, % (series mostly up to about 46 µM) | IL-2 activation reporter assay, cell-based qHTS; stimulated with anti-CD3/CD4/CD28 beads; in transgenic mouse T cells | hit rate 0.065% among 360,000; in the data active = activation above about 50%; inconclusive = mostly about 30% to 49%; also: 0% is about no effect
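Quantitative HTS in unstimulated transgenic mouse T cells, with memory T cells as non-tolerant control and PMA/ionomycin as tolerance-bypass control. Compound pretreatment lasted 60 minutes before 18 h bead stimulation; EGFP/DsRed fluorescence read.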
PLK1 PBD inh = PLK1 (human) polo-box domain binding inhibition; P53350; Potency, µM, for inactives: max response, negative = inhibition, actives largely listed as inhibitors; AID 720504; Plk1 PBD binding of FITC phosphopeptide, fluorescence polarization; hit rate 2.8% among 360,000; also: potency is read from the fitted curve at half-maximal effect; series mostly up to about 57 µM; % is scaled to controls: 0 for no effect and ±100 for the full control effect; nearly all actives have a fitted effect of over 65% in size
Target sequence (P53350 whole entry, looked up, the tested form may be a part): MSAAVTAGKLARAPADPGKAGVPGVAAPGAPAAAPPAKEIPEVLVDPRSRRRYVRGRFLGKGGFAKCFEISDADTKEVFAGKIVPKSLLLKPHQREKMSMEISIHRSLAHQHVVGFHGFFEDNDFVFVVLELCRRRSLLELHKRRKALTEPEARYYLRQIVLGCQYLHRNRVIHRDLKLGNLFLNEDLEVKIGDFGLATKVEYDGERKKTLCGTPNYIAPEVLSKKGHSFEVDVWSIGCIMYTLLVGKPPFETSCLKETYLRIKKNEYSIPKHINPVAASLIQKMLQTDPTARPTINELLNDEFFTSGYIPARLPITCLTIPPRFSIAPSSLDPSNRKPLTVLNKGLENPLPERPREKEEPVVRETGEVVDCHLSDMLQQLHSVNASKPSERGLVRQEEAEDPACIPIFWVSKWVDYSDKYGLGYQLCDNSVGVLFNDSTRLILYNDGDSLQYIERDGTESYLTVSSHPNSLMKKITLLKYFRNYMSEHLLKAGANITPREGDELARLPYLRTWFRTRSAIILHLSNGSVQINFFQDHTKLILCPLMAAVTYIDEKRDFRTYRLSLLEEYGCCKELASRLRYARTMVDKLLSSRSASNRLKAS
FUS suppressor = suppressors of FUS proteinopathy in yeast. S. cerevisiae FUS-expressing, growth rescue, OD600, 24 h. Potency, µM (series often up to 76.6 µM), for inactives: at the top dose growth rescue (activation), usual class: activators. hit rate 0.24% among 390,000. AID 1347120;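 also: potency is read from the fitted curve at half-maximal effect; plate controls were DMSO vehicle for no effect and reference control for full effect; nearly all actives have a fitted effect of over 55% in size; some results filed as inactive show a strong effect at the top dose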
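Steps: raffinose overnight preculture; dilution to OD 0.005 in 2% galactose minimal medium; compound addition (concentration series); 24hr at 30C, 99% humidity; absorbance read at 600 nm.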
WRN helicase inh = inhibitors of human WRN helicase; Q14191; Potency, µM (highest dose often 114 µM), for inactives: at the top dose activity change, negative = inhibition, actives largely listed as inhibitors; hit rate 0.46% among 360,000; WRN helicase unwinding, fluorescent forked duplex, kinetic; also: potency is read from the fitted curve at half-maximal effect; % is scaled to controls: 0 for no effect and ±100 for the full control effect; nearly all actives have a fitted effect of over 55% in size
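Kinetic red-fluorescence monitoring (525/598 nm) tracks WRN helicase activity after 100 nM fluorophore-quencher forked duplex and 2 mM ATP are added to 20 nM enzyme pretreated 15 min at room temperature with compound.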
PI5P4Ka inh = PI5P4K alpha (human) kinase inhibition; P48426; PI5P4Kalpha enzyme, ADP-Glo luminescence, 60 min; hits give low values; max response, %; hit rate 1.2% among 330,000; AID 652105; active = max response of -50% or lower; inconclusive = between -30% and -50%; inactive = -30% or higher; also: value at the top dose of about 77 µM; % is scaled to controls: 0 for no effect and ±100 for the full control effect
Target sequence (P48426 whole entry, looked up): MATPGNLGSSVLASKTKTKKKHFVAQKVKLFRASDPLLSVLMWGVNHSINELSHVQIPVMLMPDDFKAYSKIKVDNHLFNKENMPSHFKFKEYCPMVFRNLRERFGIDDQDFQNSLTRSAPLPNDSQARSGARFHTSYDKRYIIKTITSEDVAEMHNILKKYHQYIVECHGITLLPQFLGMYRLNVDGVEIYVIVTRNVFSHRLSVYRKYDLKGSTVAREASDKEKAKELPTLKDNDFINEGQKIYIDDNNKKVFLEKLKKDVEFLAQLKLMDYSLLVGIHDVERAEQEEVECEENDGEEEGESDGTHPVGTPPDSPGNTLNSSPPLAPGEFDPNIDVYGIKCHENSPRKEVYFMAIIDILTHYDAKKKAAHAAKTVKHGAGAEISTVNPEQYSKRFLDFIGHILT
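Quantitative HTS of the MLSMR library against PI5P4Kalpha with substrate. ATP added last at 5 microM final; room temperature, 60 minutes. Remaining ATP depleted, ADP converted and read as luminescence.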
Starred values were filed as active, the others as inactive; ? = inconclusive; . = not tested or not shown; & = joins results of further samples; [ ] = another dose, or the depositor's remark. Unless noted, calls follow the shape of the dose curve; as a rule, active = well fitted curve in the direction sought with a large enough effect; inconclusive = small, poorly fitted or top-dose-only effect, or another doubt; inactive = no such curve, though single readings can be large; an effect the other way counts as inactive or inconclusive. This is a random part of the collection. Share with any hit: about 4.1%.

1: CC(C)[C@H](N)c1nnc(SCc2ccc(Cl)cc2)o1
2: Cc1ccc(NC(=S)NCc2ccc(Cl)cc2)c(C)c1
3: C=CCNC(=S)NNC(=O)Cn1c(-c2ccccc2)cc(=O)n2ncnc12
4: Cc1cc(Br)ccc1NC(=O)CN(C)C(=O)CCSc1ccc(F)cc1
5: COCCNC(=O)CCc1nc(-c2ccccc2)no1
Compound	1	2	3	4	5
EPAC1 ag	0%	9%	3%	-7%	-4%
Abeta rescue	20%	?	-13%	8%	-1%
EPAC1 antag	-12%	-16%	-8%	-3%	-6%
IL-2 act	0.9	-1.6	1.0	-4.0	0.2
PLK1 PBD inh	1%	-24%	7%	27µM*	-12%
FUS suppressor	0%	11%	-7%	7%	-23%
WRN helicase inh	3%	-1%	1%	-10%	10%
PI5P4Ka inh	3	17	-2	9	6

6: COc1nc(C)cc(C)c1S(=O)(=O)c1ccccc1
7: O=C(O)c1ccc(-n2ncc(Cl)c(Cl)c2=O)cc1
8: CCCOc1ccc(C(=O)Nc2cc(-c3nn4c(C)nnc4s3)ccc2C)cc1
9: COc1ccc(C(=O)O)cc1S(=O)(=O)NCCCN1CCCC1=O
10: COCCN(C(=O)CSc1nnc(-c2ccc(C)cc2)n1N)c1c(N)n(Cc2ccccc2)c(=O)[nH]c1=O
Compound	6	7	8	9	10
EPAC1 ag	0%	3%	1%	19%	1%
Abeta rescue	-5%	-36%[inhibitor]	5%	14%	4%
EPAC1 antag	-26%	6%	0%	-2%	-14%
IL-2 act	0.6	-4.6	1.5	1.3	3.5
PLK1 PBD inh	-13%	-18%	?	-7%	0%
FUS suppressor	-24%	-6%	-4%	0%	4%
WRN helicase inh	-6%	-10%[11.6 µM]	-17%	-3%	-20%
PI5P4Ka inh	2	-15	-9	0	0

11: COc1ccc(-c2csc(NC(=O)c3ccccc3F)n2)cc1
12: Cc1nnc(NC(=O)c2ccc3ccccc3c2)s1
13: CCCOC(=O)c1ccc(NC(=O)c2nc3nc(C)cc(C)n3n2)cc1
14: Cn1cc(/C=C/c2cc[n+](C)cc2)c2cc(F)ccc21
15: CC(=O)c1ccc(N2C(=NC(=O)CCC3CCCC3)SC3CS(=O)(=O)CC32)cc1 (stereo not given)
Compound	11	12	13	14	15
EPAC1 ag	17%	13%	10%	?	-13%
Abeta rescue	23%	-8%	-7%	0%	-16%
EPAC1 antag	-6%	-6%	4%	94%[activator]	-4%
IL-2 act	-0.6	-1.5	-2.7	206*	-0.4
PLK1 PBD inh	5%	-6%	-14%	55%[activator]	4%
FUS suppressor	-2%	-15%	7%	11%	-22%
WRN helicase inh	-7%	-5%	0%	-17%	9%
PI5P4Ka inh	14	1	7	-6	-2

16: Cc1ccccc1C(=O)OC1OC(=O)C(Cl)=C1N1CCOCC1 (stereo not given)
17: CCC(=O)NC(=S)Nc1ccc(Cl)cn1
18: NC(=O)C1CCN(CCC(=O)Nc2ccc(F)c(F)c2)CC1
19: COc1ccc(-c2[nH]ncc2CN(C)Cc2nonc2C)c(OC)c1
20: CCOP(=O)(OCC)C(NC(=O)C(F)(F)F)c1ccccc1 (stereo not given)
Compound	16	17	18	19	20
EPAC1 ag	-5%	0%	1%	0%	6%
Abeta rescue	-8%	21%	1%	4%	16%
EPAC1 antag	-25%	-5%	-23%	4%	-11%
IL-2 act	-3.5	-0.7	-0.5	-0.4	0.2
PLK1 PBD inh	-25%	-1%	4%	-16%	-6%
FUS suppressor	22%	-18%	1%	6%	-14%
WRN helicase inh	4%	0%	-2%	7%	-11%
PI5P4Ka inh	-2	-3	12	-1	3

21: O=C(/C=C/c1c(F)cccc1Cl)N1CCc2ccccc2C1
22: Cc1ccc(C(C)C)c(OCCCn2ccnc2C)c1
23: Cc1ccc(S(=O)(=O)N2[C@@H](c3ccccc3F)C(C(=O)O)=CC[C@H]2c2ccc(C(C)C)cc2)cc1
24: COc1ccc(Cl)cc1NC(=O)CSc1nnc(C)c(=O)n1N
25: CCN(CC(=O)Nc1cc(Cl)ccc1C)C(=O)c1oc2ccc(OC)cc2c1C
Compound	21	22	23	24	25
EPAC1 ag	3%	-1%	2%	-1%	-19%
Abeta rescue	6%	-11%	7%	9%	-5%
EPAC1 antag	-3%	-9%	-28%	3%	-11%
IL-2 act	-0.9	-1.0	-0.4	-2.3	0.4
PLK1 PBD inh	-8%	-10%	?	2%	-1%
FUS suppressor	6%	-7%	10%	.	.
WRN helicase inh	2%	2%	11%	-15%	-16%
PI5P4Ka inh	-2	-3	7	4	-8

Next part; the last 2 above are carried over.
24: COc1ccc(Cl)cc1NC(=O)CSc1nnc(C)c(=O)n1N
25: CCN(CC(=O)Nc1cc(Cl)ccc1C)C(=O)c1oc2ccc(OC)cc2c1C
26: c1ccc(CN2CCC3CC2c2cc(N4CCCCC4)ccc23)cc1 (stereo not given)
27: COc1ccc(CC(=O)NCc2ccc(F)cc2)cc1S(=O)(=O)N1CCOCC1
28: Cc1ccc(S(=O)(=O)N(C)C)cc1NC(=O)/C=C/c1cccs1
29: CCOc1ccc(N2CC(C(=O)NC(C)C)CC2=O)cc1 (stereo not given)
30: Cc1ccc(-n2ncc3c(SCC(=O)Nc4cc(C)on4)ncnc32)c(C)c1
Compound	24	25	26	27	28	29	30
EPAC1 ag	-1%	-19%	-10%	9%	-5%	-1%	10%
Abeta rescue	9%	-5%	-7%	-5%	11%	5%	1%
EPAC1 antag	3%	-11%	-27%	-24%	-2%	-12%	-6%
IL-2 act	-2.3	0.4	-2.2	-4.2	1.3	0.0	4.3
PLK1 PBD inh	2%	-1%	-5%	-2%	-4%	-2%	-6%
FUS suppressor	.	.	-21%	.	.	5%	-4%
WRN helicase inh	-15%	-16%	-6%	-13%	1%	-2%	-7%
PI5P4Ka inh	4	-8	39	-6	-17	0	-1

31: O=C(CCS(=O)(=O)c1cccs1)N1CCN(c2ccc(F)cc2)CC1
32: Cc1ccc(C(=O)CSc2nnc(N)s2)c(C)c1
33: CC1(c2ccc3noc(-c4ccc(F)cc4)c3c2)OCCO1
34: CCn1c(=O)cc(OCC(=O)N2CCc3ccccc32)c2ccccc21
35: CCC(Sc1ncccn1)C(=O)Nc1cc(C)on1 (stereo not given)
Compound	31	32	33	34	35
EPAC1 ag	-3%	9%	-4%	5%	10%
Abeta rescue	8%	10%	7%	-12%	-11%
EPAC1 antag	3%	14%	17%	2%	-1%
IL-2 act	0.0	-0.2	0.8	0.0	0.4
PLK1 PBD inh	-6%	-3%	?	-12%	-3%
FUS suppressor	19%	6%	-7%	-15%	2%
WRN helicase inh	4%	-2%	-1%	-9%	-1%
PI5P4Ka inh	.	-7	1	2	-2

4 of the entries above in order of their number in WRN helicase inh, descending.
| no. | compound | WRN helicase inh |
| --- | --- | --- |
| 31 | O=C(CCS(=O)(=O)c1cccs1)N1CCN(c2ccc(F)cc2)CC1 | 4% |
| 35 | CCC(Sc1ncccn1)C(=O)Nc1cc(C)on1 (stereo not given) | -1% |
| 32 | Cc1ccc(C(=O)CSc2nnc(N)s2)c(C)c1 | -2% |
| 34 | CCn1c(=O)cc(OCC(=O)N2CCc3ccccc32)c2ccccc21 | -9% |

The listing continues:
36: C[C@@H](NC(=O)Cn1ccc(N)nc1=O)c1cccc2ccccc12
37: Cc1ccc(NC(=O)CNCc2ccccc2Cl)cc1S(=O)(=O)N(C)C
38: COC(=O)C[C@H]1c2cc(C(F)(F)F)ccc2S(=O)(=O)N1Cc1ccccc1
39: O=C(NCCc1ccccc1)c1cc2ncc(Br)cn2n1
40: COc1cc(OC)c(S(=O)(=O)NC(C)C)cc1C(=O)O
Compound	36	37	38	39	40
EPAC1 ag	3%	-8%	-3%	-2%	-5%
Abeta rescue	0%	-15%	3%	4%	3%
EPAC1 antag	-7%	-1%	9%	2%	5%
IL-2 act	-0.3	-4.0	-3.5	-1.4	0.7
PLK1 PBD inh	-10%	-1%	1%	-6%	2%
FUS suppressor	-19%	13%	-12%	?	-14%
WRN helicase inh	-9%	-18%	-3%	-24%	0%
PI5P4Ka inh	4	5	1	?	3

41: COCCN(C(=S)Nc1ccccc1OC)C1CCN(C(C)=O)CC1
42: CCCCCN(C(=O)CCC(=O)OC(C)C(=O)NC1CCCCC1)c1c(N)n(CCCC)c(=O)[nH]c1=O (stereo not given)
43: CCN1CCN(CCCN(Cc2ccco2)C(=S)Nc2ccc(Cl)c(C)c2)CC1
44: N#C/C(=C\c1ccc(-c2ccc([N+](=O)[O-])cc2)o1)C(=O)Nc1nc(-c2cccs2)cs1
45: Cn1c(SCC(=O)NC2CCCC2)nnc1-c1ccccn1
Compound	41	42	43	44	45
EPAC1 ag	15%	-8%	-2%	4%	12%
Abeta rescue	10%	-10%	-2%	-10%	6%
EPAC1 antag	10%	-8%	-17%	13%	7%
IL-2 act	2.4	-0.9	-0.6	-0.1	-0.8
PLK1 PBD inh	-8%	-7%	0%	-14%	-4%
FUS suppressor	-1%	31%	21%	36%	2%
WRN helicase inh	1%	10%	0%	-14%[57.1 µM]	-3%
PI5P4Ka inh	6	-3	2	?	0

46: c1ccc(CN2CCC(Nc3nc(-c4ccccc4)nc4ccccc34)CC2)cc1
47: CC1Cc2ccccc2N1C(=O)CSC1=NCCS1 (stereo not given)
48: COC(=O)C1=C(C)NC2=C(C(=O)CCC2)C1c1cn(Cc2ccc(Br)cc2)nc1-c1ccccc1 (stereo not given)
49: CCN(CC)c1ccc(NC(=O)CN2CCN(CC(=O)Nc3ccccc3OC)CC2)cc1
50: O=C(C1CCN(S(=O)(=O)c2ccc(Cl)cc2)CC1)N1CCCC1
51: C/C(=N\Nc1nc2ccccc2c(=O)n1O)c1ccco1
52: CCCCCCC1(C)NC(=O)N(C(C)C(=O)Nc2ccc(N3CCOCC3)cc2)C1=O (stereo not given)
Compound	46	47	48	49	50	51	52
EPAC1 ag	8%	0%	-4%	-1%	7%	5%	5%
Abeta rescue	31%	5%	4%	-13%&3%	-1%	-8%	-2%
EPAC1 antag	1%	15%	-14%	17%	-16%	4%	-10%
IL-2 act	-4.2	-2.8	-4.0	-0.9	0.0	0.2	-0.2
PLK1 PBD inh	-6%	?	-7%	-5%	-11%	21µM*	-1%
FUS suppressor	16%	2%	?	-30%&-11%	-12%	4%	2%
WRN helicase inh	4%	-2%	0%[57.1 µM]	-1%	4%	-14%[11.6 µM]	-3%
PI5P4Ka inh	4	.	1	4	5	?	0
